# Eya2 phos inh: qHTS Assay for Inhibitors of the Phosphatase Activity of Eya2. Potency, µM (series often up to 76.9 µM), for the others: at the top dose activity, negative = inhibition, actives largely listed as inhibitors. Protein phosphatase EYA2 (Homo sapiens), O00167. AID 488837, 2010. 0.006% of 330,000 active. recombinant Eya2, OMFP fluorescence dephosphorylation (OMFP is methylfluorescein phosphate); further: potency means the concentration at half of the fitted maximal effect; on the % scale 0 is the no-effect control and ±100 the full control effect
# Target sequence (O00167 whole entry, looked up): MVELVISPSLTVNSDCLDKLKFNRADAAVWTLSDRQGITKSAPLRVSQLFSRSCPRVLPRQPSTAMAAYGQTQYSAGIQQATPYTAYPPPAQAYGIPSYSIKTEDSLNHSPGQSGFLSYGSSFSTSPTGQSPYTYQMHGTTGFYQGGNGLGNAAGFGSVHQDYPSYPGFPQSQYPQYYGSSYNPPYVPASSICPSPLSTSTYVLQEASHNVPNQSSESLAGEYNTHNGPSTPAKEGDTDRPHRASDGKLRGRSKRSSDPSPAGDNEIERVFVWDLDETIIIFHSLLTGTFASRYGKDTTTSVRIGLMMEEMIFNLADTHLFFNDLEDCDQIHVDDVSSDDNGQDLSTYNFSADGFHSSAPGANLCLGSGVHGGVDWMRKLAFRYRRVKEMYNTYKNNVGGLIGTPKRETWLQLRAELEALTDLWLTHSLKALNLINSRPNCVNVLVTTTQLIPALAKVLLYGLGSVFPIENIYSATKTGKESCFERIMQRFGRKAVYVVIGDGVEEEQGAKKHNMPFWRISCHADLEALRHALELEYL
#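 Eya2 protein (added as 0.2 uM solution) was preincubated with compound for 10 min at ambient temperature in 50 mM HEPES pH 7.5, 50 mM NaCl, 5 uM MgCl2, 0.05% BSA, 1 mM DTT. OMFP (added at 50 uM) then reacted 10 min; fluorescence read at 485/525 nm.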
# ELG1 genotoxic: qHTS screen for small molecules that induce genotoxicity in human embryonic kidney (HEK293T) cells expressing luciferase-tagged ELG1; Potency, µM (series often up to 46 µM), for the others: at the top dose activity change, positive = activation, hits mostly activators; HEK293T ELG1-luciferase reporter, luminescence, 16 h; AID 504466, 2011; 1.3% of 330,000 active; further: potency means the concentration at half of the fitted maximal effect; % of control where 0% means no effect; nearly all actives have a fitted effect of over 60% in size
#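 HEK293T cells expressing luciferase-tagged ELG1 were treated with compound or DMSO for 16 hr at 37°C. Luciferase activity was then read after 30 min with ONE-Glo at room temperature; rising signal flags genetic stress.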
# PTAP TSG101 blk: qHTS Assay for Iinhibitors of HIV-1 Budding by Blocking the Interaction of PTAP/TSG101. Tumor susceptibility gene 101 protein (Homo sapiens), Q99816. Fluorescence polarization, FITC-PTAP peptide / Tsg101 binding. Potency, µM (top dose mostly 115 µM), without a hit: top-dose activity change, negative = inhibition, most hits filed as inhibitors. 340,000 tested, under 10 active. AID 493005, 2010; active means well fitted inhibition curve with a large enough effect in the main read-out, with a control signal flat, not every such curve was filed as active; inconclusive means small, poorly fitted or top-dose-only effect, or effect the other way, or a change in a side signal; inactive means no such curve, though single readings can be large or run the other way; further: potency means the concentration at half of the fitted maximal effect; % of control where 0% means no effect
#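 Tsg101 binding domain (10 uM final) was mixed with compound and a FITC-labeled PTAP peptide (50 nM final) in HEPES pH 7.5 buffer with NaCl, Tween 20, EDTA and TCEP; fluorescence polarization was read after 20 min at r.t.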
# TRPV1 ag: HTS Assay for Compounds that Act as Agonists of the Vanilloid Receptor 1; 0.19% of 320,000 active; activation, % at 8.33 µM; Transient receptor potential cation channel subfamily V member 1 (Homo sapiens), Q8NER1; TRPV1-expressing cells, Fluo-8 calcium influx, agonist mode; in the data active means activation above about 80%; inconclusive means between about 30% and that limit; further: 0% is about no effect
#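 Fluo-8 calcium influx in TRPV1-expressing cells, kinetic read (ex 480/em 520 nm). Compound added and read 3 min for agonist activity, followed by capsaicin at EC20 final and 2 min further read for enhancement.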
# p53 reactivation: qHTS assay for re-activators of p53 using a Luc reporter | H1299 p53-A138V BP100-luciferase reporter, luminescence, 24 h | 0.063% of 320,000 active | AID 504706, 2011 | Potency, µM (top dose mostly 92.2 µM), for the others: top-dose activity change, positive = activation, hits mostly activators; further: potency means the concentration at half of the fitted maximal effect; % of control where 0% means no effect; nearly all actives have a fitted effect of over 45% in size
#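 H1299 (p53-null), stable ts p53-A138V + BP100-Luc; 1000 cells/well, Opti-MEM/10% FBS; cpd 4 pt, 1:5; 24 h, 37 deg C, 5% CO2; detection reagent 10 min RT; luminescence.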
# USP2a inh: qHTS Assay for Inhibitors of Ubiquitin-specific Protease USP2a Using CHOP2 as the Reporter. 0.01% of 330,000 active. USP2 core, Ub-CHOP2 coupled fluorogenic reporter, 485/531. Ubiquitin carboxyl-terminal hydrolase 2 (Homo sapiens), O75604. AID 463254, 2010. Potency, µM (series often up to 38.3 µM), inactives show top-dose activity change, negative = inhibition, most hits filed as inhibitors;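 further: potency means the concentration at half of the fitted maximal effect; plate controls were DMSO wells for no effect and full inhibition by NEM control for full effect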
# Target sequence (O75604 whole entry, looked up): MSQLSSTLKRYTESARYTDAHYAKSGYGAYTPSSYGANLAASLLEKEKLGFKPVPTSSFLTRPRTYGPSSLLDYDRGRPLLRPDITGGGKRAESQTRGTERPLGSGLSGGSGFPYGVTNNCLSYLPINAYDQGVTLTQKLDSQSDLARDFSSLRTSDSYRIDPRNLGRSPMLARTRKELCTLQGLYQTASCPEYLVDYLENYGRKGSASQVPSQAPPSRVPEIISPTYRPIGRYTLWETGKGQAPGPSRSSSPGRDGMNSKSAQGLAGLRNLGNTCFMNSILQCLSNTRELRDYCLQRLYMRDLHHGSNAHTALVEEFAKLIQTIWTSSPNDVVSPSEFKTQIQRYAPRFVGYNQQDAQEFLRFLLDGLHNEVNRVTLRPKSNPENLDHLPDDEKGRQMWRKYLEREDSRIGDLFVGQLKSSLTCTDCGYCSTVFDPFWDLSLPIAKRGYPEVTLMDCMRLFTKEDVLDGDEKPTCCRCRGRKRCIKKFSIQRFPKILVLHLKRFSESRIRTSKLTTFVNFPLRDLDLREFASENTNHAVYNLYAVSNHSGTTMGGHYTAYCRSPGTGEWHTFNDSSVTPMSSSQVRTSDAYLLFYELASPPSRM
#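 USP2 core (10nM final) preincubated 30min RT with compound in 20mM Tris-HCl pH 8.0, 2mM CaCl2, 2mM beta-mercaptoethanol, 0.05% CHAPS; 25nM Ub-CHOP2 plus 25nM reporter substrate added, fluorescence (Ex485/Em531) read after 60min.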
# B2AR arrestin: qHTS assay of beta-arrestin-biased ligands of beta2-adrenergic receptor. Beta-2 adrenergic receptor (Homo sapiens), P07550. beta-arrestin recruitment to beta2AR, cell-based reporter. 0.02% of 330,000 active. AID 492947, 2010. Potency, µM (highest dose often 46.1 µM), for inactives: top-dose activation, most hits filed as activators;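 further: potency means the concentration at half of the fitted maximal effect; 0% = DMSO controls and full agonism = EC100 isoproterenol or metaproterenol; nearly all actives have a fitted effect of over 65% in size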
# uPA generation: qHTS for Inhibitors of Cell Surface uPA Generation. AID 540303, 2011. cell surface uPA generation assay, qHTS. Potency, µM (highest dose often 38.3 µM), for the others: top-dose activity change, negative = inhibition, hits mostly inhibitors. 0.31% of 330,000 active; active means well fitted inhibition curve with a large enough effect; inconclusive means small, poorly fitted or top-dose-only effect; inactive means no such curve, though single readings can be large or run the other way; tested in mouse RAW 264.7 cells; further: potency means the concentration at half of the fitted maximal effect; on the % scale 0 is the no-effect control and ±100 the full control effect; nearly all actives have a fitted effect of over 55% in size
# BRCA1 expr up: qHTS Assay to Identify Small Molecule Activators of BRCA1 Expression; MCF7-BRCA1-FFLuc reporter, luminescence, 48 h; response scale: scaled: vehicle 0%, 10 µM genistein 100%; Potency, µM (doses to about 46.1 µM), without a hit: at the top dose activation, most hits filed as activators; 1.1% of 380,000 active; AID 624202, 2012; further: potency means the concentration at half of the fitted maximal effect; nearly all actives have a fitted effect of over 80% in size; some results filed as inactive show a strong effect at the top dose
#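 First, MCF7-BRCA1-FFLuc cells (2000/well) attach for 2 h; next, compounds are pin-added and incubated 48 h at 37 °C; finally, luciferase reagent is added and luminescence read after 15 min.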
# a7 integrin act: qHTS for Activators of Integrin-Mediated Alleviation for Muscular Dystrophy. alpha7betagal myoblasts, beta-gal FDG fluorescence, 48 h. Potency, µM (titrated, usually from 38.3 µM), for the others: at the top dose activation, usual class: activators. 0.064% of 350,000 active;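 further: potency means the concentration at half of the fitted maximal effect; 100% = response of the positive control SU9516; nearly all actives have a fitted effect of over 60% in size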
#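 alpha7betagal+/- myoblasts (passage 13, 250/well) treated 48 h at 37C with compounds at 1:260 dilution of DMSO stock. Lysed, then beta-galactosidase activity read as FDG fluorescence (ex 480/em 540) after 30 min, with pre-read for autofluorescence.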
# ASM inhibitor: Inhibitors of Secretory Acid Sphingomyelinase (S-ASM): qHTS; Sphingomyelin phosphodiesterase (Homo sapiens), P17405; placental ASM, HMU-PC fluorogenic substrate, 60 min; Potency, µM (titrated, usually from 57.5 µM), without a hit: at the top dose activity change, negative = inhibition, most hits filed as inhibitors; 0.006% of 340,000 active; further: potency means the concentration at half of the fitted maximal effect
#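 Fluorescence read-out (Ex 386 nm, Em 447 nm) after stopping the reaction at pH 10. Enzyme: ASM from human placenta; substrate HMU-PC0, 9 uM final; 60 min, 37 °C. Compound preincubation 10 min, ambient temperature.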
# An asterisk follows results filed as active; u = inconclusive; x = not tested or not shown; & = joins results of further samples; [ ] = remark or other dose. Unless noted, the call rests on the fitted dose curve; in most records, active means well fitted curve in the direction sought with a large enough effect; inconclusive means small, poorly fitted or top-dose-only effect, or another doubt; inactive means no such curve, though single readings can be large; an effect the other way counts as inactive or inconclusive.
molecule,Eya2 phos inh,ELG1 genotoxic,PTAP TSG101 blk,TRPV1 ag,p53 reactivation,USP2a inh,B2AR arrestin,uPA generation,BRCA1 expr up,a7 integrin act,ASM inhibitor
CCOC(=O)/C(=N\Nc1ccc(OC)cc1)c1csc(Nc2ccccc2)n1,5.2%,11.3%,2.3%,-1.7,-13.1%,-3.7%,-0.1%,-7.2%,-31.4%,-45.3%[inhibitor],u
CC(C)(C)c1cnnn1-c1ccc(/C=N/Nc2ccc([N+](=O)[O-])cc2)cc1,-10.3%,-5.0%,-4.9%,0.2,25.2%,3.4%,-0.7%,-29.3%,-36.3%,-56.2%[inhibitor],62.0%[activator]
N#CC(C#N)=Cc1ccc(OCC(=O)N2CCOCC2)cc1,-9.6%,3.6%,-2.0%,-13.3,-1.5%,2.6%,-0.1%,-9.1%,0.0%,-8.9%,15.9%
CCOc1cc(C2/C(=C(\O)c3cc(C)ccc3C)C(=O)C(=O)N2CCN(C)C)ccc1O (stereo not drawn),-26.1%,3.5%,-3.9%,-1.6,4.2%,1.5%,-0.1%,-1.0%,-24.5%,22.6%,-2.1%
CCOc1ccc(-n2c(SCC(=O)Nc3ccc(OC)cc3)nc3sc4c(c3c2=O)CCN(C)C4)cc1,-12.1%,-3.1%,-3.4%,1.4,5.8%,-2.5%,0.5%,-8.5%,-7.3%,-27.6%,-6.4%
CN(CC1CCOCC1)C(=O)c1ccc2nc(Cc3cccc(Cl)c3)oc2c1,-13.6%,-2.3%,0.7%,9.4,-22.5%,3.3%,0.0%,10.2%,-14.2%,u,0.1%
COCCN=C1N[C@@H](c2ccccc2)C(C(=O)OC)=C(C)N1Cc1ccccc1,11.5%&2.0%,-4.7%,-11.2%,1.0&3.3,x,-3.0%&5.6%,-0.3%&-1.1%,-25.8%,0.0%,-26.3%,10.1%
O=C1/C(=C/c2ccccc2F)SC(=S)N1CC(=O)N1CCCCC1c1cccnc1 (stereo not drawn),-2.9%,-11.5%,-2.6%,2.1,-25.3%,0.5%,-0.1%,-4.3%,-85.4%,0.0%,5.9%
O=C(Nc1nccs1)c1cccc(S(=O)(=O)N2CCCC2)c1,-3.2%,-12.5%,-2.8%,-7.8,-10.1%,1.6%,-0.5%,1.3%,7.4%,u,-9.2%
O=C(Oc1ccc2c(c1)C(=O)c1ccccc1CO2)c1ccccc1,-0.1%,u,-4.5%,1.3,5.3%,-4.2%,0.1%,-1.2%,60.9%,12.9%,-1.6%
NC(=O)CCn1nc(-c2ccccc2)c2ccccc2c1=O,6.1%,7.2%,-6.5%,1.9,1.4%,5.5%,0.5%,-4.4%,14.4%,15.6%,4.5%
CCOC(=O)c1cc(-c2cccs2)nn1CCC#N,21.6%[15.4 µM],4.2%,-8.0%,-4.7,-4.0%,3.0%,-0.1%,-9.1%,16.6%,-6.9%,1.6%
O=C(NCc1cccnc1)C1c2ccccc2C(=O)N1Cc1ccccc1 (stereo not drawn),10.9%,-0.3%,-3.2%,0.1,-1.5%,3.9%,0.0%,2.6%,-1.0%,6.4%,-8.7%
Cn1c(=O)[nH]c(=O)c2c1nc(Br)n2Cc1ccccc1Cl,-6.7%,0.0%,1.5%,-1.0,1.1%,0.5%,-0.4%,-4.0%,-19.4%,-18.1%,2.0%
Cc1ccsc1/C=N/N1CCN(c2ccccc2)CC1,4.8%,3.4%,0.3%,21.1,u,0.1%,-0.4%,x,48.4%,37.2%[7.66 µM],-1.5%

# (next part)
molecule,Eya2 phos inh,ELG1 genotoxic,PTAP TSG101 blk,TRPV1 ag,p53 reactivation,USP2a inh,B2AR arrestin,uPA generation,BRCA1 expr up,a7 integrin act,ASM inhibitor
CCOc1ccccc1NC(=O)COC(=O)c1cccc(-c2ccc(OC(C)=O)cc2)c1,-7.8%,11.6%,-0.5%,4.6,1.4%,1.8%,-1.0%,-2.1%,23.2%,24.4%,-7.9%
C=CCn1c(C)cc(C(=O)COc2ccc(C)nc2[N+](=O)[O-])c1C,4.4%,u,-1.0%,8.0,u,2.6%,8.0%,-9.4%,-71.7%,10.3%,-3.4%
O=C(COC(=O)COc1ccccc1[N+](=O)[O-])Nc1cccc(Br)c1,7.6%,1.1%,-0.2%,0.9,0.2%,2.3%,-0.8%,-2.7%,0.5%,16.2%,-3.7%
CCCC1=C(C(=O)OCC)C(c2ccc(OC)c(CSc3ccccn3)c2)C(C#N)=C(N)O1 (stereo not drawn),-7.3%,-1.1%,-0.2%,8.9,-7.4%,-0.3%,-0.1%,6.4%,-5.1%,-14.3%,-2.6%
CCn1c2ccccc2c2cc(NC(=O)C(C)Oc3ccc(OC)cc3)ccc21 (stereo not drawn),u,-4.9%,-0.8%,1.9,2.8%,2.7%,-0.9%,-3.1%,-27.1%,-17.5%,-1.0%
Cc1ccc(S(=O)(=O)Nc2cccc(-c3ccc(N4CCCCCC4)nn3)c2)cc1,-2.5%,u,0.5%,12.3,u,-0.1%,-0.5%,11.9%,u,-2.6%,0.3%
Cc1cc(Cl)ccc1Oc1ccc(C(N)=O)cc1[N+](=O)[O-],-0.5%,x,-3.1%,23.2,x,-0.1%,-1.2%,-4.6%,-26.8%,-13.4%,7.4%
COc1ccc2c(c1)SCC/C2=C\CN1C(=O)CCC1=O,0.2%,8.5%,-0.7%,-3.8,-3.5%,0.3%,-2.3%,12.0%,-0.5%,-8.1%,5.4%
Cc1cc2cc(CNC(=O)Nc3cccc(Cl)c3)ccc2n1C,0.4%,23.1µM*,-4.2%,0.4,-0.1%,0.6%,-0.3%,16.4%,0.0%,-11.2%,-2.5%
NC(=O)c1ccc(NC(=O)C2CC(=O)N(c3ccc4c(c3)OCCO4)C2)cc1 (stereo not drawn),-1.2%,5.3%,-3.2%,-1.9,0.9%,-1.5%,-1.6%,0.3%,-13.8%,-9.1%,4.1%
O=C(CNc1cccc2ccccc12)c1ccc([N+](=O)[O-])cc1,7.6%,1.8%,-3.9%,-2.3,29.2%,6.4%,-0.3%,1.4%,-46.6%,-12.2%,1.2%
CCOC(=O)c1cc2sccc2n1CC(=O)O,18.2%,-3.4%,-1.5%,2.0,-3.3%,-1.1%,-0.1%,6.8%,-3.9%,-11.5%,1.7%
CC(C)(C)NS(=O)(=O)c1cccc(S(=O)(=O)c2cccc(S(=O)(=O)NC(C)(C)C)c2)c1,11.0%,u,x,11.1,u,1.0%,-0.7%,-3.1%,-67.2%,-46.7%[inhibitor],-4.1%
CN1CCCC(OC(=O)c2ccccc2Br)C1 (stereo not drawn),14.7%,u,-5.7%,2.1,u,0.7%,0.3%,17.3%,16.7%,15.8%,2.1%
CCC(C)NC(=O)c1ccc(CSc2nc3ccncc3n2Cc2ccc(F)cc2)cc1 (stereo not drawn),-2.3%,-0.7%,-5.5%,-3.6,5.0%,0.8%,0.0%,2.3%,-2.2%,-12.6%,-2.1%

# (continued)
molecule,Eya2 phos inh,ELG1 genotoxic,PTAP TSG101 blk,TRPV1 ag,p53 reactivation,USP2a inh,B2AR arrestin,uPA generation,BRCA1 expr up,a7 integrin act,ASM inhibitor
O=C(Oc1cccc(NC2=NS(=O)(=O)c3ccccc32)c1)c1ccncc1,12.7%,9.2%,0.4%,0.0,1.7%,0.9%,0.3%,7.6%,-8.2%,-12.3%,-4.4%
Cc1cc(O)c(C(=O)c2ccccc2C(=O)O)cc1C,-2.3%,1.3%,-2.7%,1.0,-2.0%,1.3%,-0.2%,0.7%,1.9%,2.5%,-3.2%
CCSc1ncc(Cl)c(C(=O)Nc2cc(C)ccc2C)n1,-24.7%,-0.1%,-8.5%,x,0.5%,0.5%,-0.8%,-7.0%,-25.9%,27.4%,0.6%
COc1cc(S(=O)(=O)N(C)Cc2ccc3c(c2)OCCO3)ccc1NC(C)=O,-17.8%,-1.5%,-7.4%,-0.3,4.1%,1.7%,-0.9%,7.9%,1.6%,21.1%,-3.9%

# Screening data deposited in PubChem BioAssay by National Center for Advancing Translational Sciences (NCATS).
